RGS4 inh: Inhibitors of Regulator of G Protein Signaling (RGS) 4: qHTS. Transcreener GDP fluorescence polarization, RGS4-accelerated GTP hydrolysis. Potency, µM (series often up to 114 µM), for inactives: at the top dose activity change, negative = inhibition, hits mostly inhibitors. actives 0.039% (n = 390,000). AID 504845, 2011; note: potency is the fitted concentration of half-maximal effect; % is set by controls: 0 for no effect and ±100 for the full control effect; nearly all actives have a fitted effect of over 75% in size; some results filed as inactive show a strong effect at the top dose
Target sequence (P49798 whole entry, looked up): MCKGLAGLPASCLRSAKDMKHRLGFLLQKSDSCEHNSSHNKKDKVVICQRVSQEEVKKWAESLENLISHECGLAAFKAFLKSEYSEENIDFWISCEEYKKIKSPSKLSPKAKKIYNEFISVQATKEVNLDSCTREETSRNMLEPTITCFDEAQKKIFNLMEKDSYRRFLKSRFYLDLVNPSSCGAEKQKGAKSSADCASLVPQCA
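MLSMR compounds (23 nl, pin-transferred) preincubated 10 min at room temperature with a 500nM (2x) first reagent, then RGS4 at 900nM (2x) plus Transcreener GDP mix added; fluorescence polarization (620/688 nm) read before and after 90 min at 30 °C.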
12-LOX inh: Primary qHTS assay for inhibitors of human arachidonate 12S-lipoxygenase (ALOX12): Round 2. Polyunsaturated fatty acid lipoxygenase ALOX12 (Homo sapiens), P18054. purified 12hLO, xylenol orange hydroperoxide absorbance. Potency, µM (titrated, usually from 108 µM), without a hit: at the highest dose activity change, negative = inhibition, most hits filed as inhibitors. actives 1.1% (n = 580,000); note: potency is the fitted concentration of half-maximal effect; % is set by controls: 0 for no effect and ±100 for the full control effect
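Purified human 12hLO (150 nM final) in 25 mM Hepes, 0.01% Triton X-100, pH 7.0 was preincubated 15 min at room temperature with compound. Then 40 uM arachidonic acid was added, 30 min. Hydroperoxide was read by Fe-XO absorbance ratio 573/405 nm.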
ERG Ets-DNA blk: qHTS for Small Molecule Inhibitors of the ERG Ets/DNA interaction; Transcriptional regulator ERG (Homo sapiens), P11308; fluorescence polarization, His-ERG Ets domain / labelled DNA; Potency, µM (highest dose often 76.9 µM), for the others: at the top dose FP activity, negative = inhibition, usual class: inhibitors; actives 0.028% (n = 370,000); active = well fitted inhibition curve with a large enough effect in the polarisation, with a control signal flat; inconclusive = small, poorly fitted or top-dose-only effect, or effect the other way, or a change in a side signal; inactive = no such curve, though single readings can be large or run the other way; the % refers to the polarisation;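 note: polarization taken with two DNA probes labelled with fluorescein and Texas red; potency is the fitted concentration of half-maximal effect; % of control where 0% means no effect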
Target sequence (P11308 whole entry, looked up, the tested form may be a part): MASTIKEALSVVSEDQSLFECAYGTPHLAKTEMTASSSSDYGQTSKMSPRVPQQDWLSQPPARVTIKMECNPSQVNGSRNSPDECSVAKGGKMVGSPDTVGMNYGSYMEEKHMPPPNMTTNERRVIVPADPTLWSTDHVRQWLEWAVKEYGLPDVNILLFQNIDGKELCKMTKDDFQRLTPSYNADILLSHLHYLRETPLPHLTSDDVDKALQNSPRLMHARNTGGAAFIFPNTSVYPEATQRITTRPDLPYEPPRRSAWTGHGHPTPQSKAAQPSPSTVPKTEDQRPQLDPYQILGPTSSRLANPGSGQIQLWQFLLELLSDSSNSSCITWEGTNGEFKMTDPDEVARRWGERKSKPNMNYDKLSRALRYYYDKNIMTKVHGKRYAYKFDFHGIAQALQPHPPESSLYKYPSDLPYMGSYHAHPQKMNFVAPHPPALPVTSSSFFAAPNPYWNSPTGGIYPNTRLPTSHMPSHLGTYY
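His-tagged ERG Ets domain (1 uM in the protein solution; 300mM KCl, 50mM Tris-HCl, 1mM EDTA, 1mM DTT, pH 7.5) received compound, then a probe mix of 5 nM fluorescein-DNA and 100nM Texas-615-DNA. Fluorescence polarization was read for both dyes.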
LDHA inh: qHTS assay for inhibitors of human lactate dehydrogenase. activity change, % (values are at about 110 or 230 µM). L-lactate dehydrogenase A chain (Homo sapiens), P00338. actives 0.15% (n = 480,000). purified LDHA, NADH/diaphorase-resazurin fluorescence; hits give low values. AID 1347041, 2019; in the data active = activity change below about -30%; inconclusive = mostly about -25% to -30%;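 note: plate controls were DMSO wells for no effect and wells without enzyme for full effect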
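Human LDH5 (2 nM) was incubated with 0.06 mM NADH and 0.2 mM pyruvate for 5 min at room temperature in Tris pH 7.4. Remaining NADH was coupled through diaphorase/resazurin, and resorufin fluorescence was read at 0 and 20 min.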
APE1 inh: qHTS Assay for Inhibitors of the Human Apurinic/apyrimidinic Endonuclease 1 (APE1) | actives 0.35% (n = 350,000) | recombinant APE1, TAMRA/BHQ-2 abasic DNA cleavage fluorescence | Potency, µM (highest dose often 65.8 µM), inactives show at the highest dose activity change, negative = inhibition, most hits filed as inhibitors | DNA repair nuclease/redox regulator APEX1 (Homo sapiens), P27695;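 note: potency is the fitted concentration of half-maximal effect; plate controls were vehicle for no effect and reference inhibitor for full effect; nearly all actives have a fitted effect of over 55% in size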
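Activity was derived from the fluorescence gain between first and third kinetic reads (60 s intervals, ex 525/em 598 nm) after 50 nM THF-abasic TAMRA/BHQ-2 duplex was added to 0.75 nM APE1 preincubated 15 min with compound.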
POLH inh: qHTS for Inhibitors of Polymerase Eta. DNA polymerase eta (Homo sapiens), Q9Y253. recombinant Pol eta, fluorescent DNA replication assay. Potency, µM (doses to about 114 µM), for inactives: at the highest dose activity change, negative = inhibition, actives largely listed as inhibitors. actives 1.2% (n = 390,000); note: potency is the fitted concentration of half-maximal effect; % is set by controls: 0 for no effect and ±100 for the full control effect
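Pol eta at 10 nM preincubated with compounds 15 min at room temperature; reaction started with fluorescent substrate (50 nM final) and read kinetically at 0 and 10 min.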
Pol beta inh: qHTS Assay for Inhibitors of DNA Polymerase Beta; AID 485314, 2010; Potency, µM (doses to about 114 µM), inactives show at the top dose activity change, negative = inhibition, actives largely listed as inhibitors; P06746; Pol beta primer extension/strand displacement, fluorescence kinetic; actives 1.3% (n = 340,000); note: potency is the fitted concentration of half-maximal effect; % is set by controls: 0 for no effect and ±100 for the full control effect
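Reaction started by 50 nM substrate onto compound-treated Pol beta (10 nM, 15 min preincubation, room temperature); plates read at 0 min and 10 min. Normalized concentration-effect data fitted by four-parameter Hill equation.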
Pol kappa inh: qHTS for Inhibitors of Polymerase Kappa | purified Pol kappa, fluorescent DNA synthesis assay, 10 min | Potency, µM (highest dose often 107 µM), for inactives: top-dose activity, negative = inhibition, usual class: inhibitors | actives 0.53% (n = 400,000) | DNA polymerase kappa (Homo sapiens), Q9UBT6; note: potency is the fitted concentration of half-maximal effect; % is set by controls: 0 for no effect and ±100 for the full control effect
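Enzyme at 10 nM met test compounds for 15 min at room temperature. Substrate addition (50 nM final) began the reaction, which was monitored by fluorescence at 0 and 10 min.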
Anesthetic bind: qHTS Assay for Identification of Novel General Anesthetics | Ferritin light chain (Equus caballus), P02791 | apoferritin/1-aminoanthracene competitive binding, fluorescence | Potency, µM (titrated, usually from 77.5 µM), for inactives: top-dose activity change, negative = displacement, hits mostly inhibitors | actives 0.074% (n = 350,000) | AID 485281, 2010; note: potency is the fitted concentration of half-maximal effect; % is set by controls: 0 for no effect and ±100 for the full control effect; nearly all actives have a fitted effect of over 20% in size
Target sequence (P02791 2-175 limits assumed): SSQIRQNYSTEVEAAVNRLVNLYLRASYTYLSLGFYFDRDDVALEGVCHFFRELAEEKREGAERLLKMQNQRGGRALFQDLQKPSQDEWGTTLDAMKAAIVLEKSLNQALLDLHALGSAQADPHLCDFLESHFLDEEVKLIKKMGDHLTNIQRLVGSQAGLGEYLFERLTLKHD
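Apoferritin-based anesthetic binding model; compound displacement of fluorescent 1-AMA measured as endpoint fluorescence after 10 minutes at room temperature, scaled to free-ligand and complex controls.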
Numbers without * were called inactive; ? = inconclusive; · = no result given; & = joins results of further samples; [ ] = dose if it differs, or a comment. Unless noted, calls come from the whole dose curve; as a rule, active = well fitted curve in the direction sought with a large enough effect; inconclusive = small, poorly fitted or top-dose-only effect, or another doubt; inactive = no such curve, though single readings can be large; an effect the other way counts as inactive or inconclusive. The list is partial, so the mix of outcomes need not match the whole.

SMILES	RGS4 inh	12-LOX inh	ERG Ets-DNA blk	LDHA inh	APE1 inh	POLH inh	Pol beta inh	Pol kappa inh	Anesthetic bind
COc1ccc(/C=N/NC(=O)CCN2CCN(c3ccccc3)CC2)c(OC)c1OC	-10%	-11%	-9%	1	4%	-12%	2%	-2%	-3%
CCOc1cc(C(c2c(C)[nH][nH]c2=O)c2c(C)[nH][nH]c2=O)ccc1OS(=O)(=O)c1ccc(C)cc1	-40%	-22%	0%	14	-2%	-1%	6%	1%	-9%
COc1ccc2c(c1)/C(=N/OC(=O)c1cccs1)CCC2	17%	-4%	0%	-8	1%	-14%	5%	-4%	?
COc1ccccc1NC(=O)c1cnc(SCC(=O)N2CCCc3ccccc32)n(C)c1=O	11%	4%	0%	-3	·	-6%	2%	-3%[60.1 µM]	9%
CCc1cccc(C)c1NC(=O)c1cc(CN2CCCC2)on1	-11%	-10%	2%	-3	·	-7%	-1%	-4%	-3%
COc1nc(C)cc(C)c1S(=O)(=O)c1ccccc1	17%	-15%	-6%	-6	71%[activator]	-9%	10%	-10%	-1%
CC(=O)c1ccc(N2CCN(S(=O)(=O)c3ccc4[nH]c5c(c4c3)CCCC5)CC2)cc1	10%	-7%	9%	-9	·	-9%	-1%	-14%	2%
CC(C)OCCCNc1ncnc2c1[nH]c1ccccc12	-7%	21%	-4%	-14	-6%	-21%	7%	-18%	-6%
COc1ccc(N2CCN(C(=O)CNC(=O)c3ccco3)CC2)cc1	13%	-3%	-1%	-6	-25%	-12%	-1%	-8%	0%
O=C(Nc1ccc(C(F)(F)F)cc1)c1cc(S(=O)(=O)N2CCCc3ccccc32)ccc1F	13%	3%	11%	3	·	-21%	-1%	-7%[60.1 µM]	-2%
CCOc1ccc(OCC)c(NC(=O)CN(C)S(=O)(=O)c2ccc3[nH]c(=O)oc3c2)c1	-13%	-14%	-5%	3	·	-23%	-28%	-40%	2%
O=C(c1cccc(Oc2ccc([N+](=O)[O-])cc2Cl)c1)N1CCCCC1	2%[11.4 µM]	-9%	-3%	-4	18%	-21%	40%	-5%[60.1 µM]	?
N#Cc1cccc(C(=O)OCc2cccc(S(=O)(=O)N3CCOCC3)c2)c1	5%	2%	-1%	-5	-1%	-9%	·	-5%	·
CC(NC(=O)c1ccco1)C(=O)N(C)Cc1ccc(C(F)(F)F)cc1 (centres undefined)	9%	15%	12%	-12	-6%[12.4 µM]	-12%	6%	-10%	-7%
Cc1ccc(-c2cc(-c3ccc(F)cc3)c(C#N)c(N)n2)o1	?	7.1µM*	8%	7	-4%	-5%	-3%	-10%	66%[activator]
CC(Oc1ccc(/C=N/NC(=O)Cc2cccc3ccccc23)cc1)C(=O)O (centres undefined)	14%	3%	-8%	1	-2%	5%	7%	8%	-14%
COc1ccccc1NS(=O)(=O)c1cccc(C(=O)N/N=C/c2ccc3c(c2)OCCO3)c1	-14%	10%	5%	-3	-1%	-17%	15%	-1%	-14%
CCn1c2ccccc2c2cc(CN3CCN(S(=O)(=O)Cc4ccccc4)CC3)ccc21	-1%	?	-6%	-30*	0%	-22%	0%	-10%	-1%
CC(=O)c1cccc(NC(=O)c2nc(-c3ccccc3)n(-c3ccccc3C)n2)c1	15%	-10%	0%	-4	·	-8%	?	-27%	8%
COc1ccc(CC(=O)Nc2ccc3c(C)cc(=O)oc3c2)cc1OC	-12%	9%	-2%	-7	3%	-11%	-24%	-13%	1%
CC(C)=C[C@@H]1C[C@H](C)[C@H]2CC[C@H](C)c3c(O)c(O)c(C)c1c32	-36%	?	-6%	-12	-2%	-8%	·	-2%	·
COC(=O)c1cc(NS(=O)(=O)c2ccc(N3CCOCC3)c(N)c2)cc(C(=O)OC)c1	17%	-6%	6%	0	-2%	-6%	-1%	-17%	-14%
O=C(CN1C(=O)S/C(=C\C=C\c2ccccc2)C1=O)N1CCCCC1	-6%	·	11%	1	16%	-8%	40%	0%	-6%
Nc1nc(NCCOCCO)nc(Nc2cccc(F)c2)c1[N+](=O)[O-]	-7%	10%	-15%	-9	3%	-8%	0%	1%	-1%
CCCCCCC(=O)N1C/C=C\C(c2ccc(OC)cc2)N(Cc2ccc(F)cc2)C(=O)C1Cc1ccccc1 (centres undefined)	14%	·	·	·	-9%	·	·	-25%	14%
Oc1ccccc1-c1nc2c3ccccc3c3ccccc3c2[nH]1	4%	-5%	3%	8	-2%	?	?	?	-9%
N=C1SC(CC(=O)Nc2ccc([N+](=O)[O-])cc2)C(=O)N1c1ccccc1 (centres undefined)	-9%	?	-12%[15.4 µM]	-5	1%	-17%	-2%	2%	?
Cc1ccc(C(=O)N/C(=C/c2cccnc2)C(=O)NCc2ccco2)cc1	-11%	19%	·	-4	-3%	-2%	7%	0%	9%
O=C(c1ccc2c(=O)n(Cc3ccccc3Cl)c(=S)[nH]c2c1)N1CCCC1	-25%	5%	6%	0	31%	-3%	9%	-5%	-15%
O=C(O)CCCCCN1C(=O)C(O)=C(C(=O)/C=C/c2ccccc2)C1c1ccc2c(c1)OCO2 (centres undefined)	39%	?	5%	-2	-9%	-9%	-3%	-7%	-17%

Gathered by group, those above with fluorine.
SMILES	RGS4 inh	12-LOX inh	ERG Ets-DNA blk	LDHA inh	APE1 inh	POLH inh	Pol beta inh	Pol kappa inh	Anesthetic bind
O=C(Nc1ccc(C(F)(F)F)cc1)c1cc(S(=O)(=O)N2CCCc3ccccc32)ccc1F	13%	3%	11%	3	·	-21%	-1%	-7%[60.1 µM]	-2%
CC(NC(=O)c1ccco1)C(=O)N(C)Cc1ccc(C(F)(F)F)cc1 (centres undefined)	9%	15%	12%	-12	-6%[12.4 µM]	-12%	6%	-10%	-7%
Cc1ccc(-c2cc(-c3ccc(F)cc3)c(C#N)c(N)n2)o1	?	7.1µM*	8%	7	-4%	-5%	-3%	-10%	66%[activator]
Nc1nc(NCCOCCO)nc(Nc2cccc(F)c2)c1[N+](=O)[O-]	-7%	10%	-15%	-9	3%	-8%	0%	1%	-1%
CCCCCCC(=O)N1C/C=C\C(c2ccc(OC)cc2)N(Cc2ccc(F)cc2)C(=O)C1Cc1ccccc1 (centres undefined)	14%	·	·	·	-9%	·	·	-25%	14%

Next part.
SMILES	RGS4 inh	12-LOX inh	ERG Ets-DNA blk	LDHA inh	APE1 inh	POLH inh	Pol beta inh	Pol kappa inh	Anesthetic bind
CC(NC(=O)COC(=O)c1ccc2c(=O)n3c(nc2c1)CCCCC3)c1ccccc1 (centres undefined)	-16%	-4%	-5%	-5	19%	-10%	·	0%	·
COc1ccc(CNC(=O)COC(=O)c2ccc3c(c2)OCCO3)cc1	-29%	0%	0%	-7	15%	-9%	-1%	-6%	-5%
CCCn1c2c(c(O)c(C(=O)NCCCN(CC)CC)c1=O)CCCC2	-11%	?	0%	7	11%	-10%	2%	14%	-17%
CC(C)NC(=O)C1CCN(C2CCN(Cc3nc4ccccc4s3)CC2)CC1	16%	-1%	0%	-7	1%	-3%	5%	-5%	-6%
CCCOc1ccccc1-c1nc(SCCC(=O)O)n[nH]1	3%	?	2%	2	-1%	8%	-18%	2%	4%
C=C1/C(=C\C=C2/CCC[C@]3(C)C([C@H](C)CCCC(C)(C)O)CC[C@@H]23)C[C@@H](O)C[C@@H]1O (some centres undefined)	?	-1%[12.5 µM]	·	·	1%&-8%	·	·	-5%&-4%[19.4 µM]	-7%&-20%
O=C(OCc1cccc([N+](=O)[O-])c1)c1ccncc1	-7%	-5%	-4%	-2	-1%	2%	0%	5%	-13%
O=C(Nc1ccccn1)C(NS(=O)(=O)c1cccc2nsnc12)c1ccccc1 (centres undefined)	-10%	-17%	-6%	5	0%	-15%	21%	-12%	-13%
O=C(COc1ccc(Cl)cc1)Nc1ccc(N2CCN(C(=O)c3ccco3)CC2)cc1	-14%	1%[57.4 µM]	·	5	-3%	-7%	24%	-10%	4%
